Bioassay records as filed in PubChem.
HT1080 IDH1KD tx = qHTS for induction of synthetic lethality in tumor cells producing 2HG: qHTS for the HT-1080-IDH1KD cell line; hit rate 2% among 360,000; AID 686971, 2013; HT-1080 IDH1 knockdown viability, ATP luminescence, 48 h; Potency, µM (series often up to 46.1 µM), for the others: top-dose activity, negative = toxicity, hits mostly cytotoxic;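 also: potency is read from the fitted curve at half-maximal effect; 0% = DMSO wells and -100% = cell-free medium wells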
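Luminescent ATP read-out (CellTiter-Glo, 10 min at room temperature) after 48 h compound exposure at 37 °C gave viability of IDH1-knockdown HT-1080 cells. Activity was normalised to DMSO and cell-free wells, then fitted as concentration-response curves.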
HT1080-NT tox = qHTS for induction of synthetic lethality in tumor cells producing 2HG: qHTS for the HT-1080-NT fibrosarcoma cell line; hit rate 1.6% among 360,000; AID 686970, 2013; Potency, µM (highest dose often 46.1 µM), for inactives: at the highest dose activity, negative = less viability, actives largely listed as cytotoxic; HT-1080-NT fibrosarcoma viability, CellTiter-Glo ATP luminescence, 48 h;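 also: NT is the 2HG producing partner of a matched IDH1 knockdown line; potency is read from the fitted curve at half-maximal effect; 0% = DMSO-treated cells and -100% = media-only wells without cells; nearly all actives have a fitted effect of over 55% in size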
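Compounds were tested in concentration-response format on HT-1080-NT cells for 48 hours at 37 degrees C. Cell viability came from CellTiter-Glo luminescence; curves were classified by r2, response magnitude and activity.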
MCF10A rereplic = A quantitative high throughput screen for small molecules that induce DNA re-replication in MCF 10a normal breast cells; MCF 10A DNA re-replication, Hoechst nuclear intensity, 48 h; Potency, µM (doses to about 46.1 µM), inactives show at the top dose activity, positive = re-replication, hits mostly activators; hit rate 2.9% among 350,000; AID 624296, 2012; also: potency is read from the fitted curve at half-maximal effect; % of control where 0% means no effect; nearly all actives have a fitted effect of over 50% in size
IL1B secr inh = qHTS for Inhibitors of Inflammasome Signaling: IL-1-beta AlphaLISA Primary Screen; THP-1 LPS/ATP IL-1B secretion, AlphaLISA, 16 h; stronger effect = lower value; activity change, % at 57.5 µM; hit rate 4.7% among 360,000; in the data active = activity change below about -50%; inconclusive = mostly about -30% to -49%; also: % is scaled to controls: 0 for no effect and ±100 for the full control effect
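Secreted IL-1B measured by AlphaLISA bead assay after 16 h compound exposure of THP-1 cells; compounds (final up to 57.5 uM) added 1 h before LPS (250 ng/mL) and ATP (1.25 mM) stimulation; lower signal means less secretion.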
WRN inhibitor = qHTS for Inhibitors of WRN Helicase. WRN helicase unwinding, fluorescent forked duplex, kinetic. Potency, µM (titrated, usually from 114 µM), for inactives: at the highest dose activity change, negative = inhibition, most hits filed as inhibitors. hit rate 0.46% among 360,000; also: potency is read from the fitted curve at half-maximal effect; % is scaled to controls: 0 for no effect and ±100 for the full control effect; nearly all actives have a fitted effect of over 55% in size
Target sequence (Q14191 whole entry, looked up): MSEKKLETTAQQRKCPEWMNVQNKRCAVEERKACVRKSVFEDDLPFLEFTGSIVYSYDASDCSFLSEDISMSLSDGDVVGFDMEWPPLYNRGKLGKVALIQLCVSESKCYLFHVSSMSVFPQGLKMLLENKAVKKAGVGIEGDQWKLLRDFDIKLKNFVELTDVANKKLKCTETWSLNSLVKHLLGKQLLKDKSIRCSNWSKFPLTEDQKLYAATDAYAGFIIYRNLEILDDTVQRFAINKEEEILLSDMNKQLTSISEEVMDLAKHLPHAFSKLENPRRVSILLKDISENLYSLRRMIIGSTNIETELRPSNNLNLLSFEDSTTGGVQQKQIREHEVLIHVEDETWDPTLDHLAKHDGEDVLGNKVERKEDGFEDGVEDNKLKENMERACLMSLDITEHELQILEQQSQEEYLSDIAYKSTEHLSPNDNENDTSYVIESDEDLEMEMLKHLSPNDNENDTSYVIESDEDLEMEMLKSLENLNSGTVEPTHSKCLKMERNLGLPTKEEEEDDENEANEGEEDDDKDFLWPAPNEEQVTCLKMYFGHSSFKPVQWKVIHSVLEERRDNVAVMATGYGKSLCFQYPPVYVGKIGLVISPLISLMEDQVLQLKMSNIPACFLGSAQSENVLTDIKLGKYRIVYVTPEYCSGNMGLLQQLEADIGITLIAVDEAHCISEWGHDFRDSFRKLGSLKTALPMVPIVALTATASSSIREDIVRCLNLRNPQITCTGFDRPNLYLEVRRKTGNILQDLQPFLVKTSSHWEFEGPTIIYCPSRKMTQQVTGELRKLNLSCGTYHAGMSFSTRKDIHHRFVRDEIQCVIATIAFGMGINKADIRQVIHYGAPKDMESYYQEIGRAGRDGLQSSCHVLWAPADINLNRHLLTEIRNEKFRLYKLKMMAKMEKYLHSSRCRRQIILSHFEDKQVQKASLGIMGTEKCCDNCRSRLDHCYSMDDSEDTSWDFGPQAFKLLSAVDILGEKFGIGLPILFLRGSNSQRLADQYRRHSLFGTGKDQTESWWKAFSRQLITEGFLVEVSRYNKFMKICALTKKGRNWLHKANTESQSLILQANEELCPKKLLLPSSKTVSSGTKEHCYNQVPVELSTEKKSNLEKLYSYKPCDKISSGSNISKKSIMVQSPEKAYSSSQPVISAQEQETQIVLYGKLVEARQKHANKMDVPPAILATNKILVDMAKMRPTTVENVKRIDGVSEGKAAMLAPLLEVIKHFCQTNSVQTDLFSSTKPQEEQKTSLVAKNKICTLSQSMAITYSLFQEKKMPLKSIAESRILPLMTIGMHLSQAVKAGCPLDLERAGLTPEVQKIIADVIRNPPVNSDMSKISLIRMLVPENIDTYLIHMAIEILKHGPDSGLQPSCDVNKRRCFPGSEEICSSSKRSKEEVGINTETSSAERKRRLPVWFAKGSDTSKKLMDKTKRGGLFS
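Kinetic fluorescence helicase assay: unwinding of a quenched forked DNA duplex (100 nM final) with 2 mM ATP final raises red fluorescence (525/598 nm). Compounds sat 15 min at room temperature with 20 nM WRN beforehand.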
KB-3-1 tox = qHTS assay for MDR1-selective chemotherapeutics: Primary screen using the parental adenocarcinoma cell KB-3-1. KB-3-1 viability, CellTiter-Glo ATP luminescence, 72 h. hit rate 1.4% among 400,000. Potency, µM (titrated, usually from 46.1 µM), for inactives: at the top dose activity change, negative = cytotoxic, hits mostly cytotoxic; also: potency is read from the fitted curve at half-maximal effect; % is scaled to controls: 0 for no effect and ±100 for the full control effect; nearly all actives have a fitted effect of over 60% in size
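Cytotoxicity measured as CellTiter-Glo luminescence after 72 h at 37 C. Compound titrations were pinned onto drug-naive KB-3-1 parental adenocarcinoma cells grown in DMEM with 10% FBS, and normalized data fitted to concentration-response curves.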
SW480 rerep = A quantitative high throughput screen for small molecules that induce DNA re-replication in SW480 colon adenocarcinoma cells; SW480 DNA re-replication, Hoechst DNA content imaging, 48 h; Potency, µM (titrated, usually from 46.1 µM), for inactives: at the highest dose re-replication activation, actives largely listed as activators; hit rate 1.8% among 340,000; also: potency is read from the fitted curve at half-maximal effect; % of control where 0% means no effect; nearly all actives have a fitted effect of over 55% in size
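Image-based DNA-content assay: after two days of treatment, nuclei were labelled with the DNA dye Hoechst and imaged, and hits were compounds raising the count of nuclei showing high fluorescence intensity.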
ATXN2 expr inh = Primary qHTS for Inhibitors of ATXN expression | HEK-293 ATXN2-luciferase reporter, luminescence, 24 h | Potency, µM (doses to about 57 µM), for the others: at the highest dose activity change, negative = inhibition, most hits filed as inhibitors | hit rate 0.72% among 360,000; also: potency is read from the fitted curve at half-maximal effect; % is scaled to controls: 0 for no effect and ±100 for the full control effect; nearly all actives have a fitted effect of over 55% in size
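qHTS (up to 57 uM final) was run with 24 h compound exposure of reporter cells at 37 °C. Each well was multiplexed: SteadyGlo luminescence measured ATXN2-luciferase expression after a fluorogenic Gly-Phe-AFC viability readout (25 uM final).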
KB-V1 cytotox = qHTS assay for MDR1-selective chemotherapeutics: Primary screen using the drug-selected MDR subline cells KB-V1; KB-V1 MDR cells viability, CellTiter-Glo, 72 h; hit rate 3.4% among 400,000; Potency, µM (titrated, usually from 46.1 µM), inactives show at the top dose activity change, negative = cytotoxicity, hits mostly cytotoxic; also: potency is read from the fitted curve at half-maximal effect; % is scaled to controls: 0 for no effect and ±100 for the full control effect; nearly all actives have a fitted effect of over 60% in size
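KB-V1, DMEM (no phenol red) + 10% FBS; cpd pin-transferred, titration series; 72 h, 37 degrees C; CellTiter-Glo, luminescence. Data normalized, curve-fit.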
* = called active by the depositor; ? = inconclusive; / = not tested or not shown; & = joins results of further samples; [ ] = another dose, or the depositor's remark. Unless noted, calls follow the shape of the dose curve; as a rule, active = well fitted curve in the direction sought with a large enough effect; inconclusive = small, poorly fitted or top-dose-only effect, or another doubt; inactive = no such curve, though single readings can be large; an effect the other way counts as inactive or inconclusive.

SMILES	HT1080 IDH1KD tx	HT1080-NT tox	MCF10A rereplic	IL1B secr inh	WRN inhibitor	KB-3-1 tox	SW480 rerep	ATXN2 expr inh	KB-V1 cytotox
COc1ccccc1C(=O)Nc1ccc(Br)cc1C	-15%	-10%	1%	-1	-8%	?	-1%	80%[activator]	?
Nc1cc(N)nc(SCCc2ccccc2)n1	11%	-6%	0%	-20	5%	-1%	0%	27%	?
CC(OC(=O)c1cccc(S(=O)(=O)N2CCCCC2)c1)C(=O)NCC1CCCCC1 (stereo not given)	4%	6%	1%	-1	-7%	19%	-43%	-12%	10%
Cc1nnsc1NC(=O)OCC(C)(C)C	-3%	-3%	8%	-6	-11%	12%	-4%	10%	-1%
COc1cc(C(=O)OC2CSCC2NC(=O)c2ccccc2)cc(OC)c1OC (stereo not given)	-8%	0%	12%	16	-5%	2%	-115%[inhibitor]	/	-10%
CC(=O)n1cc([C@H]2C=C(C(=O)N3CCOCC3)O[C@@H](OCc3ccc(CO)cc3)C2)c2ccccc21	-6%	3%	-19%	-1	0%	21%	-2%	-3%	-16%
Cc1ccc(N/C=C(\[N+](=O)[O-])S(=O)(=O)c2ccccc2)cc1	8%	6%	15%	13	-8%	12%	-2%	8%	0%
COc1ccc(NC(=O)CN(c2c(C)cccc2C)S(C)(=O)=O)cc1	0%	-1%	-8%	-7	2%	8%	-4%	/	-2%
Cc1ccc(F)cc1CNC(=O)C1CCC(=O)N(CCc2ccccc2)C1 (stereo not given)	10%	2%	-1%	-14	-3%	11%	2%	-10%	5%
CC(C)Oc1ccc(C2CC(=O)N(Nc3ccc([N+](=O)[O-])cc3[N+](=O)[O-])C2=O)cc1 (stereo not given)	0%	-4%	-1%	0	1%	-1%	-25%	?	2%
CCOC(=O)/C(N=Nc1c(Br)cc(Br)cc1Br)=C(\C)O	-3%	-9%	?	-6	-3%	-22%	1%	-2%	?
CCn1c(=O)cc(OCC(=O)NCCCN2CCC(C)CC2)c2ccccc21	-17%	-26%	?	-8	-3%	5%	0%	91%[activator]	-10%
CCOc1ccccc1CNC(=O)CCN1C(=O)COc2ccccc21	24%	3%	-1%	10	4%	1%	-1%	-9%	-13%
Cc1cc(C)c(C)c(S(=O)(=O)Nc2ccccc2N2CCOCC2)c1C	0%	0%	?	31	-1%	-10%	-7%	-12%	?
CCOC(=O)Cn1c(=O)n(Cc2ccccc2)c(=O)c2cccnc21	5%	-4%	-10%	-8	1%	-1%	-23%	4%	-4%
COc1cccc(N2CCN(C3C4CC5CC(C4)CC3C5)CC2)c1 (stereo not given)	4%	-5%	?	36	0%	-6%	-4%	0%	?
Cc1oc(-c2ccccc2F)nc1CN1CCC(C(=O)NCc2ccco2)CC1	1%	4%	14%	-9	-6%	11%	8%	0%	11%
C=CCN(CC(=O)NCC1CCCO1)C(=O)CCC(=O)Nc1cc(C)on1 (stereo not given)	18%	1%	1%	8	-5%	11%	-4%	1%	?
CCOC(=O)N1CCN(C(=O)C(c2ccccc2)c2ccccc2)CC1	0%	1%	?	-6	-25%	-3%	?	-14%	4.1µM*
Cc1cc(SCc2ccc([N+](=O)[O-])cc2)nc(=O)[nH]1	3%	3%	?	5	-6%[11.6 µM]	-1%	14%	/	8%
CCc1ccc2[nH]c(=O)c(CN(CCN(CC)CC)C(=O)Nc3ccccc3OC)cc2c1	?	16µM*	3%	-53*	3%	?	1%	-27%	-19%
C=CCNC(=S)N1CCN(c2ncc(C(F)(F)F)cc2Cl)CC1	-11%	-9%	25%	-67*	4%	-12%	-2%	-24%	-1%
O=C1CCC(=O)N1c1ccc(CSc2nnnn2C2CCCCC2)cc1	6%	13%	-1%	-7	2%	22%	0%	-1%	-7%
CCCOc1ccc(Cc2c(Cl)nc(SC)nc2OC)cc1	3%	7%	21%	42	-26%[57.1 µM]	4%	3%	-32%[11.3 µM]	?
CC(C)(C)NC(=O)CSc1nncn1NCc1cccc2ccccc12	1%	5%	-21%	-8	4%	-4%	-1%	0%	1%
O=C(O)c1nn(CCOc2cccc(Cl)c2)c(=O)c2ccccc12	0%	2%	-30%	-5	-2%[57.1 µM]	1%	15%[1.84 µM]	-23%[11.3 µM]	-3%
CN(CC(=O)Nc1ccccc1F)CC(=O)Nc1ccc(F)c(F)c1F	8%	12%	11%	0	-3%	-1%	-85%[inhibitor]	/	9%
Cc1cccc(C)c1NC(=O)Nc1nc(C(N)c2ccccc2Cl)cs1 (stereo not given)	?	?	/	-19	-2%	0%	/	-2%	-3%
Cc1cc(/C=N/n2cnnc2)c(C)n1-c1ccc(OCc2ccccc2F)cc1	?	?	-5%	-85*	-16%	?	6%	?	-14%
O=C(c1cc2n(n1)C(C(F)(F)F)CC(c1ccco1)N2)N1CCc2ccccc2C1 (stereo not given)	?	-19%	?	-8	-2%	0%	13%	-6%	?
Cc1ccccc1OC1C(=O)N(Cc2ccc3c(c2)OCO3)C1c1sccc1C (stereo not given)	13µM*	?	?	-60*	-10%	-14%	1%	?	4%
CCOC(=O)C(CCCOc1ccc(C)cc1)C(=O)OCC	2%	-1%	-5%	8	2%	4%	0%	-4%	3%
Cc1ccc(-c2noc(-c3c(C)noc3C)n2)cc1	10%	1%	4%	28	0%	2%	-9%	/	14%
COc1ccc(/C=N/NC(=O)C2C3CCCCC32C)cc1OC (stereo not given)	-7%	12%	0%	-1	-9%	13%	?	6%[11.3 µM]	0%
COc1ccc(S(=O)(=O)N2CCN(C(=O)NCc3ccccc3)CC2)cc1	3%	7%	-2%	-12	1%	19%	-5%	-2%	0%
C=CCSc1nc2c(cc1C#N)CCC2	10%	-1%	-4%	23	0%	-3%	-1%	16%	-2%
CCOC(=O)c1c(NC(=O)CSc2nnc(CNc3ccc(Cl)cc3)o2)sc(C)c1C	-25%	-19%	-10%	-9	-10%	-12%	-4%[9.22 µM]	-5%	-20%
Cc1ccc(S(=O)(=O)N2CCN(C(=O)CN3CCCC3)C2)cc1	0%	13%	23%	15	8%	3%	6%	-3%	?
CC1CCCC(C)N1C(=O)COC(=O)c1n[nH]c(=O)c2ccccc12 (stereo not given)	3%	3%	-2%	24	0%	6%	-7%	12%	15%
COC(=O)c1c(NC(=O)CN2C(=O)NC3(CCc4ccccc4C3)C2=O)sc2c1CCCCC2 (stereo not given)	-14%	-20%	1%&15%	24	-32%[57.1 µM]	5%	2%&18%	-26%[11.3 µM]	?

Some entries already given, reduced to HT1080-NT tox and SW480 rerep:
molecule | HT1080-NT tox | SW480 rerep
Cc1cc(/C=N/n2cnnc2)c(C)n1-c1ccc(OCc2ccccc2F)cc1 | ? | 6%
O=C(c1cc2n(n1)C(C(F)(F)F)CC(c1ccco1)N2)N1CCc2ccccc2C1 (stereo not given) | -19% | 13%

Carrying on.
SMILES	HT1080 IDH1KD tx	HT1080-NT tox	MCF10A rereplic	IL1B secr inh	WRN inhibitor	KB-3-1 tox	SW480 rerep	ATXN2 expr inh	KB-V1 cytotox
CCCCNC(=S)NNC(=O)c1sccc1C	?	-20%[9.24 µM]	3%	5	-4%	-3%	?	6%	12%
Cc1csc(SCC(=O)Nc2ccccc2C)n1	5%	4%	3%	5	4%	4%	-7%	-8%	7%
Cc1ccc(S(=O)(=O)n2nc(C)c(Br)c2C)c(C)c1C	-5%	-4%	28%	43	-7%	-14%	2%	-6%	?
CCOP(=O)(c1ccc(N(C)C)cc1)C(O)c1ccccc1 (stereo not given)	-4%	-2%	?	-13	-14%	0%	2%	5%	0%
CCCCn1c(C2CCCCC2)nc2cc3[nH]c(=O)c(C(C)C)nc3cc21	-2%	-4%	?	24	-5%	-4%	0%	?	-2%
CCOc1ccc(CNCCCSc2ncccn2)cc1	-9%	3%	-10%	3	9%	7%	-2%	-14%	-6%
CCNCC(=O)N1c2ccccc2CCc2ccc(NC(C)=O)cc21	-12%	-5%	6%	2	-3%	4%	-7%	-7%	-12%
CCc1nc2c(OCCn3cccc3)cccn2c1N(C)C(=O)c1ccco1	21%	26%	/	-7	-4%	0%	/	8%	1%
CCOC(=O)c1c(NC(=O)C2CCN(S(=O)(=O)c3cccs3)CC2)sc(C)c1C	-5%	-6%	1%	-3	-1%	0%	-4%	-1%	1%
Cc1ccc(C(=O)n2nc(-c3ccco3)nc2N)cc1	-20%	-2%	14%	-12	-20%	-1%	1%	1%	-6%
CC(C)C[C@@H](C(=O)NCC1CCCO1)N1C(=O)N2CCc3c([nH]c4ccccc34)[C@@]2(C)C1=O (stereo not given in full)	4%	2%	8%	-14	9%	0%	-17%	0%	1%
COc1ccccc1CNC(=O)C1CCC(CNS(=O)(=O)c2ccccc2)CC1 (stereo not given)	-6%	0%	-4%	-4	5%	3%	-3%	-7%	3%
CCN(C(=O)COC(=O)CCC(=O)c1cccs1)c1ccccc1	-6%	-2%	4%	-1	2%	18%	-18%	2%	0%
c1ccc(-c2nc(-c3cccnc3)cs2)cc1	0%	8%	-9%	24	3%	-1%	-13%	/	3%
COc1ccc(NC(=O)[C@@H](NC(=O)N2C[C@H]3C[C@@H](C2)c2cccc(=O)n2C3)C(C)C)cc1OC	3%	4%	-3%	-9	-3%	0%	-15%	3%	29%
Nc1cc2c(cc1C(=O)c1ccccc1)OCCO2	-26%	-15%	16%	0	3%	1%	8%	1%	4%

Compounds were not picked by outcome; about 12% have a hit in one of these screens.
